Compound activity (PubChem)
CCR6 antagonist – antagonists of human CCR6 receptor; P51684; CHO-K1 CCR6 PathHunter beta-arrestin, luminescence, CCL20-stimulated; inhibition, % at 20 µM; 340,000 tested, 0.49% active; AID 493098;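 active = compounds whose inhibition of the agonist-driven luminescence signal at 20 µM reaches about 50%, limit read from the data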;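 note: cells stimulated with CCL20 at 14 nM final; plate controls were DMSO with CCL20 for no effect and DMSO without agonist for full effect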
Target sequence (P51684 whole entry, looked up): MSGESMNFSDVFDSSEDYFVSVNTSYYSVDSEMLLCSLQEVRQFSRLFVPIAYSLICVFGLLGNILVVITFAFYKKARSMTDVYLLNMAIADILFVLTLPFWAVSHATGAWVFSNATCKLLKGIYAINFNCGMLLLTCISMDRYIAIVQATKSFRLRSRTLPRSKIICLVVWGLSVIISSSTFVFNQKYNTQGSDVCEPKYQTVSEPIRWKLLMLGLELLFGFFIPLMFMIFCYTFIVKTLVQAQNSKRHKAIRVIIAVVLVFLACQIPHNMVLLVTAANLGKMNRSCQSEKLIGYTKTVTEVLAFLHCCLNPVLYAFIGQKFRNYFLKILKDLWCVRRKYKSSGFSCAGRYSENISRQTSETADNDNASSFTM
UPR XBP1 act – adaptive UPR (XBP1) activation. CHO-XBP1 luciferase reporter, IRE1-XBP1 UPR activation, luminescence; percent of tunicamycin response, DMSO as zero. activation, % at 20 µM. 330,000 tested, 0.33% active. AID 463104;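 active = versus positive control, 20 µM dose yields 30% or more activation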;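 note: 100% = tunicamycin at 10 µg/mL and 0% = DMSO only wells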
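Material: CHO-XBP1 cells stably carrying IRE1-XBP1-driven luciferase reporter / Amount: 1000 cells per well / Compound: 20 µM, 1% DMSO / Times: 6 h treatment, 37 °C / Detection: luciferase luminescence / Measure: % activation of reporter signal versus tunicamycin and DMSO controls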
Gli-Sufu block – Gli-Sufu pathway antagonism. Sufu-KO-LIGHT fibroblasts, Gli luciferase reporter luminescence. inhibition, % at 5 µM. 340,000 tested, 0.74% active. AID 588413;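 active = inhibition above about 55%, limit read from the data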;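 note: 0% = DMSO-treated cells and 100% = wells with medium but no cells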
697 NFkB inh – lowers PMA/ionomycin-induced NF-kB signal in 697 B cells | 697 B-cell NF-kB luciferase reporter, 16 h | inhibition, % at 4 µM | 330,000 tested, 0.33% active; in the data active = inhibition above about 35%
Mdm2 MdmX PPI – disrupts the human Mdm2-MdmX interaction | inhibition, % at 8 µM | 330,000 tested, 3% active | SaOS-2 split-luciferase Mdm2/MdmX complementation, luminescence;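 active = inhibition of at least 50% at 8 µM in the primary screen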
UPR CHOP act – apoptotic UPR (CHOP) activation; CHO-CHOP luciferase reporter, luminescence; percent of tunicamycin response over DMSO baseline; activation, % at 10 µM; 330,000 tested, 0.34% active; AID 449763;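 active = at 10 µM dose, activation of 40% or more, normalized to positive control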;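 note: 100% = tunicamycin at 10 µg/mL and 0% = DMSO alone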
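Assay system: CHO cells with stable CHOP pathway luciferase reporter; Buffer or medium: F12 plus 10% serum; Times: 16-18 h cell attachment, then 6 h compound exposure, 37 °C; Signal: luciferase luminescence; Read-out basis: percent activation relative to tunicamycin control; Control set: tunicamycin high control, DMSO low control.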
EBI2 antag – antagonists of human EBI2 receptor | P32249 | EBI2 beta-arrestin recruitment, luminescence, 7a,25-OHC stimulated | inhibition, % at 5 µM | 360,000 tested, 0.81% active; in the data active = inhibition above about 38%;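 note: enzyme fragment complementation signal reports receptor beta-arrestin coupling in cells; 0% = agonist plus DMSO wells and 100% = wells without agonist; some results beyond the cut were filed as inactive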
Target sequence (P32249 whole entry, looked up, the tested form may be a part): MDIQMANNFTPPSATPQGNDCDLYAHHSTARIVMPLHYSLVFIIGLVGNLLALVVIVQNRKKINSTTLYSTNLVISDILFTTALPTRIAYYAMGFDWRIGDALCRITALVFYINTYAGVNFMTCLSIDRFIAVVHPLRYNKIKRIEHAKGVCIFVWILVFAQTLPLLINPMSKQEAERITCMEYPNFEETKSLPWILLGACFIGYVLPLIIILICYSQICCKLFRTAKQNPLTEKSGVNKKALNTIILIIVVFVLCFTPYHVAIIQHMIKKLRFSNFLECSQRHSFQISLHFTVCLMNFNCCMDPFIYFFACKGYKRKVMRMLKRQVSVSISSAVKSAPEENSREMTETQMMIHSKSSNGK
Jurkat NFkB inh – lowers PMA/ionomycin-induced NF-kB signal in Jurkat cells. PMA/ionomycin-induced NF-kB luciferase reporter, luminescence. 330,000 tested, 0.53% active. inhibition, % at 4 µM. AID 435003; in the data active = inhibition above about 50%
CXCR6 block – inhibitors of human CXCR6 receptor; O00574; CHO-K1 PathHunter CXCR6 beta-arrestin, luminescence; inhibition, % at 20 µM; 360,000 tested, 0.36% active; in the data active = inhibition above about 34%, passing the limit was not always enough;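 note: antagonist mode with CXCL16 agonist at 10 nM final; 0% = 10 nM CXCL16 with DMSO and 100% = unstimulated wells without agonist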
Target sequence (O00574 whole entry, looked up): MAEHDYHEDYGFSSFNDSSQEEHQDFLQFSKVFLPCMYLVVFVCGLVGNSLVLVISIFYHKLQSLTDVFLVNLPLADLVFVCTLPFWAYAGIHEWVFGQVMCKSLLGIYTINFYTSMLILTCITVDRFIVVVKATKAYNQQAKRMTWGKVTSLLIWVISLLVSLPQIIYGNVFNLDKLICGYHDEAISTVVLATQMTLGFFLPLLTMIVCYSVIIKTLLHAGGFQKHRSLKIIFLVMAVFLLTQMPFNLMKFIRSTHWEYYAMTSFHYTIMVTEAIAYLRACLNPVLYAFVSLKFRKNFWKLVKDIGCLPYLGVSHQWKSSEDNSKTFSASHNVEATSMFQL
An asterisk follows results filed as active.

What do the screens show for `Cc1cc(C)c(C)c(S(=O)(=O)N2CCN(CC(=O)Nc3sccc3C#N)CC2)c1C`?
CCR6 antagonist: -4; UPR XBP1 act: -2; Gli-Sufu block: 1; 697 NFkB inh: -6; Mdm2 MdmX PPI: 14; UPR CHOP act: -1.2; EBI2 antag: -1; Jurkat NFkB inh: 6; CXCR6 block: -5

Results for CC1=CC(c2ccccc2)n2nc(NC(=O)CCC(=O)O)nc2N1 (configuration not stated) ?
CCR6 antagonist: 5; UPR XBP1 act: 1; Gli-Sufu block: 1; 697 NFkB inh: 9; Mdm2 MdmX PPI: -10; UPR CHOP act: 1.0; EBI2 antag: -6; Jurkat NFkB inh: 0; CXCR6 block: 1

How did Cc1cccc(-n2nc3c(c2NC(=O)c2c(F)cccc2F)CS(=O)(=O)C3)c1C do in these assays?
CCR6 antagonist: 14; UPR XBP1 act: -3; Gli-Sufu block: -12; 697 NFkB inh: 14; Mdm2 MdmX PPI: 11; UPR CHOP act: 4.1; EBI2 antag: -9; Jurkat NFkB inh: 11; CXCR6 block: 4

How did CC(C)OC(=O)c1ccc(N2CCN(c3ccccc3F)CC2)nc1 do in these assays?
CCR6 antagonist: 11; UPR XBP1 act: -3; Gli-Sufu block: -6; 697 NFkB inh: -31; Mdm2 MdmX PPI: 28; UPR CHOP act: 3.0; EBI2 antag: 1; Jurkat NFkB inh: 23; CXCR6 block: 1

How did O=C(NC(=S)Nc1nc(-c2ccc(Br)cc2)cs1)c1ccco1 do in these assays?
CCR6 antagonist: 7; UPR XBP1 act: 0; Gli-Sufu block: 3; 697 NFkB inh: -27; Mdm2 MdmX PPI: -14; UPR CHOP act: 1.1; EBI2 antag: 6; Jurkat NFkB inh: -29; CXCR6 block: 22

What do the screens show for `COC(=O)c1ccc(-n2c(C)cc(C(=O)COC(=O)C3=COCCO3)c2C)cc1`?
CCR6 antagonist: 9; UPR XBP1 act: -2; Gli-Sufu block: -7; 697 NFkB inh: 15; Mdm2 MdmX PPI: 13; UPR CHOP act: 0.3; EBI2 antag: -3; Jurkat NFkB inh: 4; CXCR6 block: -2

How did O=[N+]([O-])c1cc(F)cc(F)c1Nc1cc(F)cc(F)c1 do in these assays?
CCR6 antagonist: 2; Gli-Sufu block: 0; EBI2 antag: -4; CXCR6 block: -6

What do the screens show for `CCOc1ccc(C(=O)Nc2cccc(-c3nc4cccnc4o3)c2)cc1Cl`?
CCR6 antagonist: 18; UPR XBP1 act: 12; Gli-Sufu block: 8; 697 NFkB inh: 3; Mdm2 MdmX PPI: 56*; UPR CHOP act: 5.2; EBI2 antag: 12; Jurkat NFkB inh: -11; CXCR6 block: 1

Results for COc1ccccc1CNC(=O)COC(=O)C1CC1 ?
CCR6 antagonist: 12; UPR XBP1 act: 0; Gli-Sufu block: -7; 697 NFkB inh: 9; Mdm2 MdmX PPI: 14; UPR CHOP act: 0.4; EBI2 antag: 0; Jurkat NFkB inh: -6; CXCR6 block: 6

How did CC(NC(=O)c1cccc(F)c1)C(c1cccs1)N1CCN(C)CC1 (configuration not stated) do in these assays?
CCR6 antagonist: 4; UPR XBP1 act: -3; Gli-Sufu block: 4; 697 NFkB inh: 13; Mdm2 MdmX PPI: 12; UPR CHOP act: -0.9; EBI2 antag: -13; Jurkat NFkB inh: -5; CXCR6 block: -6

How did CCc1ccccc1NC(=O)c1cc(-c2ccc3c(c2)OCO3)on1 do in these assays?
CCR6 antagonist: 15; UPR XBP1 act: 4; Gli-Sufu block: -57; 697 NFkB inh: -53; Mdm2 MdmX PPI: -23; UPR CHOP act: 4.3; EBI2 antag: -2; Jurkat NFkB inh: -53; CXCR6 block: 0

What do the screens show for `O=C(CCCn1c(SCC(=O)NCC2CCCO2)nc2ccccc2c1=O)NCC1CCCO1` (configuration not stated)?
CCR6 antagonist: -12; UPR XBP1 act: 1; Gli-Sufu block: -6; 697 NFkB inh: -3; Mdm2 MdmX PPI: -20; UPR CHOP act: 0.1; EBI2 antag: -2; Jurkat NFkB inh: 16; CXCR6 block: 0

How did O=C(c1ccc(=O)[nH]c1)N1CCN(S(=O)(=O)c2cc(C(F)(F)F)ccc2Cl)CC1 do in these assays?
CCR6 antagonist: -11; UPR XBP1 act: 0; Gli-Sufu block: -5; 697 NFkB inh: -10; Mdm2 MdmX PPI: -19; UPR CHOP act: 0.7; EBI2 antag: -1; Jurkat NFkB inh: -29; CXCR6 block: -3

Results for CCOC(=O)c1[nH]ncc1CN1CCN(Cc2ccccc2)C(CCO)C1 (configuration not stated) ?
CCR6 antagonist: 4; UPR XBP1 act: -4; Gli-Sufu block: 8; 697 NFkB inh: -1; Mdm2 MdmX PPI: 10; UPR CHOP act: -1.5; EBI2 antag: 2; Jurkat NFkB inh: -1; CXCR6 block: 2

How did CN1C(C)(C)CC(=NO)CC1(C)C do in these assays?
CCR6 antagonist: 5; Gli-Sufu block: 3; EBI2 antag: -4; CXCR6 block: -2

How did CCOC(=O)N1CCN(C(=O)C(C)N(c2ccc(Oc3ccccc3)cc2)S(C)(=O)=O)CC1 (configuration not stated) do in these assays?
CCR6 antagonist: -11; UPR XBP1 act: -2; Gli-Sufu block: -5; 697 NFkB inh: -39; Mdm2 MdmX PPI: 1; UPR CHOP act: -3.4; EBI2 antag: -6; Jurkat NFkB inh: 18; CXCR6 block: -1

Results for O=C(CSc1ccccn1)Nc1ccc2c(c1)oc1ccccc12 ?
CCR6 antagonist: 8; UPR XBP1 act: 5; Gli-Sufu block: -23; 697 NFkB inh: -45; Mdm2 MdmX PPI: -29; UPR CHOP act: 2.9; EBI2 antag: -2; Jurkat NFkB inh: -26; CXCR6 block: -8

Results for Cc1ccc(C2C3=C(CCCC3=O)Nc3c2c(C)nn3-c2ccccn2)o1 (configuration not stated) ?
UPR XBP1 act: 3; 697 NFkB inh: 2; Mdm2 MdmX PPI: 29; UPR CHOP act: -0.3; Jurkat NFkB inh: -14

What do the screens show for `CC1(C)CC(CC(=O)Nc2ccc([N+](=O)[O-])cc2)C(=O)O1` (configuration not stated)?
CCR6 antagonist: 7; UPR XBP1 act: 1; Gli-Sufu block: 0; 697 NFkB inh: 25; Mdm2 MdmX PPI: 16; UPR CHOP act: -2.3; EBI2 antag: 1; Jurkat NFkB inh: 9; CXCR6 block: 3

Results for O=C(Cn1cnc2cc([N+](=O)[O-])ccc2c1=O)Nc1ccc(N2CCOCC2)cc1 ?
CCR6 antagonist: -11; UPR XBP1 act: 0; Gli-Sufu block: -4; 697 NFkB inh: 3; Mdm2 MdmX PPI: -18; UPR CHOP act: 1.0; EBI2 antag: -2; Jurkat NFkB inh: -7; CXCR6 block: -4

What do the screens show for `O=C(O)c1ccccc1NC(c1ccccc1)c1ccc2cccnc2c1O` (configuration not stated)?
CCR6 antagonist: 17; Gli-Sufu block: -1; EBI2 antag: 8; CXCR6 block: -6

How did Cn1cccc1-c1cc(C(=O)N/N=C/c2cccc(O)c2)[nH]n1 do in these assays?
CCR6 antagonist: 8; UPR XBP1 act: -2; Gli-Sufu block: 6; 697 NFkB inh: 10; Mdm2 MdmX PPI: -31; UPR CHOP act: 6.6; EBI2 antag: 2; Jurkat NFkB inh: -6; CXCR6 block: -1

What do the screens show for `CC1=C(C(=O)Nc2cccc(C(=O)NC(C)c3ccccc3)c2)SCCO1` (configuration not stated)?
CCR6 antagonist: -3; UPR XBP1 act: 7; Gli-Sufu block: 2; 697 NFkB inh: -4; Mdm2 MdmX PPI: -1; UPR CHOP act: -0.8; EBI2 antag: -8; Jurkat NFkB inh: -14; CXCR6 block: 3

How did COc1ccc(NC(=O)CSc2n[nH]c(-c3ccccn3)n2)cc1 do in these assays?
CCR6 antagonist: 14; UPR XBP1 act: -7; Gli-Sufu block: 2; 697 NFkB inh: 16; Mdm2 MdmX PPI: -5; UPR CHOP act: -1.7; EBI2 antag: -1; Jurkat NFkB inh: -6; CXCR6 block: 1

Results for COc1cc(/C=N/Nc2ccccc2[N+](=O)[O-])cc(OC)c1O ?
CCR6 antagonist: 12; UPR XBP1 act: 13; Gli-Sufu block: 2; 697 NFkB inh: -17; Mdm2 MdmX PPI: 1; UPR CHOP act: 1.4; EBI2 antag: 17; Jurkat NFkB inh: -40; CXCR6 block: 1

Results for COc1ccc(NC(=O)c2cncc(Br)c2)c(S(=O)(=O)N2CCOCC2)c1 ?
CCR6 antagonist: -9; UPR XBP1 act: -2; Gli-Sufu block: -10; 697 NFkB inh: 20; Mdm2 MdmX PPI: 23; UPR CHOP act: -2.5; EBI2 antag: -1; Jurkat NFkB inh: 6; CXCR6 block: -5

What do the screens show for `O=C(COc1cccc2ccccc12)NNC(=O)[C@@H]1CCCC[C@@H]1C(=O)O`?
CCR6 antagonist: -1; UPR XBP1 act: -3; Gli-Sufu block: 7; 697 NFkB inh: 6; Mdm2 MdmX PPI: 2; UPR CHOP act: 0.5; EBI2 antag: -5; Jurkat NFkB inh: -6; CXCR6 block: -6

Results for Cc1ccc(CNC(=O)CNC(=O)c2ccco2)cc1 ?
CCR6 antagonist: 2; UPR XBP1 act: 5; Gli-Sufu block: 8; 697 NFkB inh: 13; Mdm2 MdmX PPI: 12; UPR CHOP act: -0.6; EBI2 antag: 4; Jurkat NFkB inh: -16; CXCR6 block: -13

Results for Cc1nc(N)sc1C(=O)N/N=C/c1c[nH]c2ccccc12 ?
CCR6 antagonist: -11; UPR XBP1 act: 0; Gli-Sufu block: 2; 697 NFkB inh: 28; Mdm2 MdmX PPI: 51*; UPR CHOP act: 3.3; EBI2 antag: 2; Jurkat NFkB inh: -36; CXCR6 block: -7

How did CCN1C(=O)NC2=C(C(=O)c3ccccc32)C1c1ccccc1F (configuration not stated) do in these assays?
CCR6 antagonist: 15; UPR XBP1 act: -1; Gli-Sufu block: 1; 697 NFkB inh: -18; Mdm2 MdmX PPI: 20; UPR CHOP act: 0.3; EBI2 antag: 14; Jurkat NFkB inh: 7; CXCR6 block: 6

What do the screens show for `O=C(O)CSc1cc(C(=O)c2ccccc2O)cn2c(=O)c3c(-c4ccccc4)csc3nc12`?
CCR6 antagonist: 12; UPR XBP1 act: -1; Gli-Sufu block: 6; 697 NFkB inh: 17; Mdm2 MdmX PPI: 18; UPR CHOP act: -0.2; EBI2 antag: 9; Jurkat NFkB inh: 5; CXCR6 block: 4

Results for Cc1nc(SCCO)c([N+](=O)[O-])[nH]1 ?
CCR6 antagonist: 10; UPR XBP1 act: -2; Gli-Sufu block: 2; 697 NFkB inh: 8; Mdm2 MdmX PPI: -1; UPR CHOP act: -0.1; EBI2 antag: 8; Jurkat NFkB inh: 2; CXCR6 block: 2

3 compounds out of the list, arranged by count of non-hydrogen atoms, falling:
Results for Cc1ccc(C2C3=C(CCCC3=O)Nc3c2c(C)nn3-c2ccccn2)o1 (configuration not stated) ?
UPR XBP1 act: 3; 697 NFkB inh: 2; Mdm2 MdmX PPI: 29; UPR CHOP act: -0.3; Jurkat NFkB inh: -14

How did Cn1cccc1-c1cc(C(=O)N/N=C/c2cccc(O)c2)[nH]n1 do in these assays?
CCR6 antagonist: 8; UPR XBP1 act: -2; Gli-Sufu block: 6; 697 NFkB inh: 10; Mdm2 MdmX PPI: -31; UPR CHOP act: 6.6; EBI2 antag: 2; Jurkat NFkB inh: -6; CXCR6 block: -1

Results for Cc1ccc(CNC(=O)CNC(=O)c2ccco2)cc1 ?
CCR6 antagonist: 2; UPR XBP1 act: 5; Gli-Sufu block: 8; 697 NFkB inh: 13; Mdm2 MdmX PPI: 12; UPR CHOP act: -0.6; EBI2 antag: 4; Jurkat NFkB inh: -16; CXCR6 block: -13
